miR122 inh – miR-122 inhibition in Huh7 cells; Huh7 miR-122 Renilla luciferase sensor, 48 h; neutral wells = 0, positive control = 100; activation (reporter increase), % at 12.5 µM; 0.3% of 340,000 active; AID 602342;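 active means mean replicate activation score at least 90 and every replicate individually at or above 90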;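 further: higher luciferase means less miR-122 activity so hits act as miR-122 inhibitors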
Casp6 inh – blocks human caspase-6 cleavage activity | 0.53% of 350,000 active | inhibition, % at 12.5 µM | P55212 | purified caspase-6, Z-VEID-R110 cleavage fluorescence;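 active means mean inhibition across replicates at least about 35%, with every replicate also reaching that limit, limit read from the data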;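 further: 0% = median of neutral control wells and 100% = no fluorescence left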
Target sequence (P55212 24-179 limits assumed): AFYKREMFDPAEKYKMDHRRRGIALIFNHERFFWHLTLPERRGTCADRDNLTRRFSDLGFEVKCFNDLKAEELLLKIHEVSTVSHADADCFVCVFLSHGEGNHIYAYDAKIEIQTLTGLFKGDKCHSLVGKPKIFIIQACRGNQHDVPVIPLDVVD
Target sequence (P55212 194-293 limits assumed): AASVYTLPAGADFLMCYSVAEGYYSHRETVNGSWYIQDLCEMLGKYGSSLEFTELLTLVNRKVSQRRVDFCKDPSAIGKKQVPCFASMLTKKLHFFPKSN
PAX8 reporter – lowers PAX8-driven luciferase in RMG-I cells; RMG-I TPO-luciferase reporter, SteadyGlo, 24 h; inhibition, % at 12.6 µM; 1.2% of 360,000 active;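 active means mean replicate inhibition at least 60% with every replicate also reaching 60%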;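 further: luciferase light reporting Pax8 driven TPO promoter activity; plate controls were median of neutral control wells for no effect and mitoxantrone controls for full effect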
EWS-Fli inh – EWS/Fli transcriptional activity inhibition. inhibition, % at 12.6 µM. 0.67% of 350,000 active. AID 651661. A673 NR0B1-luciferase reporter, viability-normalised;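 active means mean inhibition of at least 50% after viability correction, with every replicate also passing that limit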;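 further: firefly luciferase signal divided by Alamar Blue viability fluorescence both relative to DMSO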
FN deposition inh – fibronectin deposition inhibition. 0.086% of 350,000 active. inhibition, % at 12.6 µM. AID 743247. AH1F fibroblasts, Alexa488-fibronectin deposition fluorescence, overnight;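 active means mean inhibition across replicates of 30% or more, regardless of how many single replicates reach that level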;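 further: positive control wells lacked labelled fibronectin entirely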
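Material: AH1F fibroblasts assembling fluorescent fibronectin matrix; amount: 10000 AH1F cells/well; medium: DMEM, 2% serum; reagent: Alexa488-fibronectin, 24 nM final in well; dosing: single compound dose, delivered by pin transfer; incubation: 1 h adhesion, overnight exposure; detection: fluorescence after three HBSS washes, excitation 485 nm, emission 525 nm; measure: fibronectin deposition inhibition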
LGR2 inh – Drosophila LGR2 receptor signaling inhibition; HEK293 LGR2, CRE-luciferase, bursicon-stimulated, 4 h; inhibition, % at 9.99 µM; 0.35% of 380,000 active; AID 720647;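 active means drop in luminescence signal, shown as inhibition above about 50% in the replicate tests, limit read from the data, passing the limit was not always enough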;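 further: agonist challenge used bursicon conditioned medium at about half maximal strength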
PGC1a acetyl inh – PGC1a acetylation modulation, inhibitor mode. U2OS PGC1a acetylation, AlphaScreen anti-acetyl-lysine; with virally co-expressed GCN5 acetyltransferase. inhibition, % at 15.6 µM. 0.17% of 350,000 active. AID 651687;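 active means every replicate shows inhibition of at least 40%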;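 further: 0% = neutral control wells and 100% = positive control wells; some results beyond the cut were filed as inactive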
Cneo AK release – causes C. neoformans cell lysis; AID 651654; adenylate kinase release luminescence, 4 h; normalised: neutral wells 0, clomiphene wells 100; 0.2% of 360,000 active; lysis activity, % at 15 µM;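 active means mean lysis activity across replicates of at least 80%, whatever share of replicates individually reach that level; inactive means mean lysis activity below 80%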
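Assay system: Cryptococcus neoformans yeast cells / Dosing: single-point compound dose / Timing: 4 h at 37 °C static, read 1 h later / Measured by: luminescence of released adenylate kinase using an AK detection reagent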
* marks the source's active call; other numbers are inactive results; nt = no result given; [ ] = dose if it differs, or a comment.

| no. | Structure | miR122 inh | Casp6 inh | PAX8 reporter | EWS-Fli inh | FN deposition inh | LGR2 inh | PGC1a acetyl inh | Cneo AK release |
| --- | --- | --- | --- | --- | --- | --- | --- | --- | --- |
| 1 | Cn1c(=O)c2c(-c3ccccc3)n(-n3cnnc3)cc2n(C)c1=O | -4 | nt | nt | nt | nt | 4 | -37 | 0 |
| 2 | O=C1C2C3C=CC(CC3)C2C(=O)N1c1cccc(C(F)(F)F)c1 (stereo unspecified) | nt | -2 | -16 | 4 | -2 | -12 | nt | 0 |
| 3 | COc1cccc(S(=O)(=O)N2CCCCN3[C@H](C2)[C@@H](c2ccc(-c4ccccc4)cc2)[C@@H]3CO)c1 | 6[16.7 µM] | 1 | -34 | 4 | nt | 8 | -2 | -2 |
| 4 | COCCCNC(=O)c1c[nH]c2ccc(S(=O)(=O)N3CCC(C)CC3)cc2c1=O | nt | -1 | -4 | 5 | 2 | -4 | 8 | nt |
| 5 | CCOc1cc(/C=C/c2nc3ccccc3c(=O)[nH]2)ccc1O | -7 | 0 | -56 | -6 | -2 | -21 | -1 | -1 |
| 6 | Cc1ccc(NC(=S)N2CCc3[nH]c4ccccc4c3C2)cc1 | 0 | -4 | 18 | -5 | 2 | nt | -4 | 1 |
| 7 | O=C(NCC(=O)N1CCN(S(=O)(=O)c2ccccc2)CC1)c1ccc(Br)o1 | -5 | 3 | 2 | 13 | 0 | 5 | 5 | -1 |
| 8 | O=C(O)/C=C/C(=O)NC1CCS(=O)(=O)C1 (stereo unspecified) | -4 | nt | nt | nt | nt | 8 | -2 | -1 |
| 9 | COc1cc(NC(=O)c2ccccc2Cl)ccc1NC(=O)c1ccco1 | -3 | nt | -235 | nt | -2 | nt | -2 | 6 |
| 10 | CCOc1ccccc1NC(=O)CSc1nc2ccccc2nc1N1CCOCC1 | 2 | -2 | 35 | 12 | -6 | 6 | -1 | 0 |
| 11 | CCn1c(SCC(=O)Nc2cccc(OC)c2)nc2c(c1=O)SCC2 | nt | 4 | 4 | 5 | 2 | -3 | nt | -2 |
| 12 | Cc1cc(C)c2c(N=CN(C)C)c(C(=O)N3CCN(c4ncccn4)CC3)sc2n1 | -11 | nt | 8 | nt | 1 | nt | 10 | -1 |
| 13 | CC1=C(C(=O)NC(C)c2ccccc2)C2(CCC(C)CC2)OC1=O (stereo unspecified) | 7 | -1 | 8 | -2 | 4 | 12 | -11 | -2 |
| 14 | COCc1cc(C)nc(N2CCc3ccccc32)c1C#N | 2 | nt | 0 | nt | 15 | nt | -24 | 1 |
| 15 | C[C@H](CO)N1C[C@H](C)[C@@H](CN(C)C(=O)C2CC2)Oc2ncc(-c3ccncc3)cc2C1=O | -6[16.7 µM] | nt | nt | 2 | -3 | -8 | -3 | nt |
| 16 | Cc1ccc(NC(=O)N2C3CCCC2CC(NC(=O)C2CC2)C3)cc1 (stereo unspecified) | 0 | -4 | 3 | -6 | 1 | -7 | 1 | -1 |
| 17 | C[C@@H]1CN([C@H](C)CO)C(=O)c2cc(N(C)C)ccc2O[C@@H](C)CCCCO[C@H]1CN(C)C(=O)Nc1ccc(F)cc1 | -8[16.7 µM] | nt | 19 | 17 | nt | -5 | 16 | nt |
| 18 | CC(C)NC(=O)N(C)C[C@H]1Oc2cc(-c3ccncc3)ccc2S(=O)(=O)N([C@@H](C)CO)C[C@@H]1C | 4[16.7 µM] | -1 | nt | 1 | -2 | 6 | -16 | -2 |
| 19 | Fc1ccc(-c2n[nH]c(=S)n2/N=C/c2c[nH]c3ccccc23)cc1 | nt | -2 | -11 | 9 | 4 | -8 | 4 | nt |
| 20 | COc1ccccc1C(CNC(=O)c1cc(C)nc2ccccc12)N(C)C (stereo unspecified) | -3 | nt | 12 | -13 | 11 | 2 | 8 | 1 |
| 21 | Cn1c(CN2CCN(c3cccc(Cl)c3)CC2)nc2ccccc21 | 3 | nt | 27 | nt | 10 | nt | -10 | 26 |
| 22 | c1ccc(-c2nc3ccccc3nc2-c2ccc(CN3CCC(c4nc5ccccc5[nH]4)CC3)cc2)cc1 | nt | -1 | 11 | 13 | -8 | 15 | nt | nt |
| 23 | COc1ccc(CN(C)C[C@H]2Oc3c(NS(=O)(=O)c4ccc(Cl)cc4)cccc3C(=O)N([C@H](C)CO)C[C@H]2C)cc1 | 8[16.7 µM] | 2 | 5 | 9 | nt | 2 | 2 | 0 |
| 24 | O=C(O)c1ccn2c(C(=O)c3ccc(Cl)cc3)c(-c3ccccc3)cc2c1 | -2 | 8 | 4 | 16 | 5 | -9 | -3 | 2 |
| 25 | C[C@@H]1CN([C@H](C)CO)C(=O)c2cc(NC(=O)c3ccccc3)ccc2O[C@@H](C)CCCCO[C@@H]1CN(C)C(=O)CCCN(C)C | 36[16.7 µM] | 0 | -11 | -6 | nt | 2 | -4 | 1 |
| 26 | O=C(NC(=S)NCCCN1CCOCC1)c1ccc(Br)cc1 | nt | -6 | -17 | -4 | 20 | -7 | nt | nt |
| 27 | C[C@H]1CN([C@@H](C)CO)C(=O)c2cccc(NS(C)(=O)=O)c2O[C@@H]1CN(C)Cc1ccc(Cl)c(Cl)c1 | 14[16.7 µM] | 0 | 1 | nt | nt | -1 | -4 | -1 |
| 28 | CCCn1nnnc1SCC(=O)N1CCCCC1 | nt | -2 | -16 | -8 | 0 | 19 | nt | 7 |
| 29 | C[C@@H]1CN([C@@H](C)CO)C(=O)Cc2cc(NC(=O)Nc3ccccc3)ccc2O[C@@H]1CN(C)C(=O)Nc1ccccc1 | -8[16.7 µM] | 0 | -5 | -3 | nt | 5 | nt | 2 |
| 30 | N/C(=N\OC(=O)COc1ccc([N+](=O)[O-])cc1)c1cccnc1 | nt | 0 | -2 | 3 | nt | -11 | 11 | nt |

Continued, overlapping the part above by two compounds.
| no. | Structure | miR122 inh | Casp6 inh | PAX8 reporter | EWS-Fli inh | FN deposition inh | LGR2 inh | PGC1a acetyl inh | Cneo AK release |
| --- | --- | --- | --- | --- | --- | --- | --- | --- | --- |
| 29 | C[C@@H]1CN([C@@H](C)CO)C(=O)Cc2cc(NC(=O)Nc3ccccc3)ccc2O[C@@H]1CN(C)C(=O)Nc1ccccc1 | -8[16.7 µM] | 0 | -5 | -3 | nt | 5 | nt | 2 |
| 30 | N/C(=N\OC(=O)COc1ccc([N+](=O)[O-])cc1)c1cccnc1 | nt | 0 | -2 | 3 | nt | -11 | 11 | nt |
| 31 | Cc1ccc(N(CC(O)CN2CCCC2)S(=O)(=O)c2ccccc2)cc1 (stereo unspecified) | 0 | 3 | nt | 4 | nt | 4 | 24 | 4 |
| 32 | CNC(=S)N/N=C(\C)c1ccc(Cl)s1 | nt | -4 | 40 | 14 | 6 | -22 | nt | nt |
| 33 | COc1cccc(NC(=O)N[C@@H]2CC[C@H](CC(=O)N3CCN(C)CC3)O[C@@H]2CO)c1 | nt | 1 | -16 | -5 | 2 | -13 | 5 | -2 |
| 34 | c1cc2nnnn2nc1N1CCCCC1 | -2 | 1 | nt | 0 | nt | -6 | -5 | -1 |
| 35 | COc1ccc(C(=O)/C=C/c2ccc(O)cc2)c(O)c1CC=C(C)C | -5 | 2 | 11 | 45 | 3 | -10 | -3 | -2 |
| 36 | CCN1CCN(Cc2c(O)ccc3c2O/C(=C\c2ccccc2)C3=O)CC1 | nt | -3 | 38 | 3 | 1 | -9 | nt | nt |
| 37 | Cc1c(CN2CCCC(C(=O)Nc3cccc(-n4cccn4)c3)C2)cnn1C (stereo unspecified) | -4 | 2 | 24 | 8 | -3 | nt | 0 | 0 |
| 38 | Cc1ccc(NC(=O)C2CCCC2)cc1S(=O)(=O)N1CCOCC1 | 7 | 0 | 13 | 2 | 3 | -4 | -7 | -1 |
| 39 | O=C(NCCNc1cc(Cl)ccc1[N+](=O)[O-])c1ccco1 | -14 | -4 | -18 | -16 | 2 | -11 | 2 | -1 |
| 40 | C/C=C/c1ccc2c(c1)O[C@H](CN(C)Cc1ccc(F)cc1)[C@H](C)CN([C@@H](C)CO)S2(=O)=O | -5[16.7 µM] | 0 | nt | 13 | 1 | -11 | -11 | 9 |
| 41 | Cc1ccc(C)c(OCC(=O)Nc2ccccc2N2CCCC2)c1 | 1 | 7 | 10 | -8 | nt | 9 | 2 | 1 |
| 42 | CN(Cc1ccccc1)Cc1nc2c([nH]1)c(=O)[nH]c(=O)n2C | 1 | nt | nt | nt | 4 | nt | -9 | 0 |
| 43 | CC1CN(CCCCSc2ccc(Cl)cc2)CC(C)O1 (stereo unspecified) | -2 | 1 | 13 | 3 | -7 | -14 | -15 | -1 |
| 44 | O=C1OC(c2ccccc2)(N(Nc2ccccc2)c2ccccc2)c2ccccc21 (stereo unspecified) | 4 | -1 | 10 | 10 | 0 | 14 | nt | 0 |
| 45 | CCOC(=O)CN1C(=O)C2Cc3ccccc3CN2C1=S (stereo unspecified) | -3 | nt | nt | nt | nt | -16 | 11 | 2 |
| 46 | CCC(C)NC(=O)Nc1ccc(F)c(Cl)c1 (stereo unspecified) | -2 | -1 | -37 | -10 | 2 | nt | 4 | 0 |
| 47 | CC1(C)CC(=O)C2=C(C1)N(CCN1CCOCC1)C1=C(C(=O)CC(C)(C)C1)C2c1ccc(Cl)cc1 | 10 | -1 | -5 | 14 | -8 | 1 | -19 | 2 |
| 48 | Cc1ccc(S(=O)(=O)N2CCN(C(=O)c3ccccn3)CC2)c(C)c1 | nt | 0 | 11 | 4 | -5 | 15 | nt | nt |
| 49 | COc1ccc(-c2c(-c3ccc(OC)c(C)c3O)n[nH]c2C)cc1 | 2 | -3 | -15 | 15 | 11 | 4 | -28 | 5 |
| 50 | Cc1nc(-c2ccc(NC(=O)/C=C\C(=O)O)cc2)cs1 | -5 | 3 | -15 | -1 | 1 | -32 | -2 | nt |
| 51 | CC(=O)N1CCN(C(=O)c2cc(-c3cccc4ccccc34)nc3ccccc23)CC1 | 2 | 3 | 11 | -1 | nt | 17 | -2 | 0 |
| 52 | CCc1cnc(N2[C@@H](C#N)[C@@H](c3ccccc3C3=CCCC3)[C@@H]2CO)s1 | nt | 2 | 6 | 1 | -20 | 9 | 6 | nt |

6 entries drawn at random from those above:
| no. | Structure | miR122 inh | Casp6 inh | PAX8 reporter | EWS-Fli inh | FN deposition inh | LGR2 inh | PGC1a acetyl inh | Cneo AK release |
| --- | --- | --- | --- | --- | --- | --- | --- | --- | --- |
| 39 | O=C(NCCNc1cc(Cl)ccc1[N+](=O)[O-])c1ccco1 | -14 | -4 | -18 | -16 | 2 | -11 | 2 | -1 |
| 34 | c1cc2nnnn2nc1N1CCCCC1 | -2 | 1 | nt | 0 | nt | -6 | -5 | -1 |
| 40 | C/C=C/c1ccc2c(c1)O[C@H](CN(C)Cc1ccc(F)cc1)[C@H](C)CN([C@@H](C)CO)S2(=O)=O | -5[16.7 µM] | 0 | nt | 13 | 1 | -11 | -11 | 9 |
| 45 | CCOC(=O)CN1C(=O)C2Cc3ccccc3CN2C1=S (stereo unspecified) | -3 | nt | nt | nt | nt | -16 | 11 | 2 |
| 32 | CNC(=S)N/N=C(\C)c1ccc(Cl)s1 | nt | -4 | 40 | 14 | 6 | -22 | nt | nt |
| 50 | Cc1nc(-c2ccc(NC(=O)/C=C\C(=O)O)cc2)cs1 | -5 | 3 | -15 | -1 | 1 | -32 | -2 | nt |

Compound activity (PubChem BioAssay)
